TRPC4 block: TRPC4 (mouse) channel inhibition; Q9QUQ5; HEK293 TRPC4beta/mu-opioid, DAMGO-evoked Fluo4 calcium flux; stronger effect = lower value; B-score at 10 µM; 300,000 tested, 0.39% active;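 active = B-score over 3 SD under the library average, no early fluorescence shift, positive overall ratio signal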
Target sequence (Q9QUQ5 whole entry, looked up): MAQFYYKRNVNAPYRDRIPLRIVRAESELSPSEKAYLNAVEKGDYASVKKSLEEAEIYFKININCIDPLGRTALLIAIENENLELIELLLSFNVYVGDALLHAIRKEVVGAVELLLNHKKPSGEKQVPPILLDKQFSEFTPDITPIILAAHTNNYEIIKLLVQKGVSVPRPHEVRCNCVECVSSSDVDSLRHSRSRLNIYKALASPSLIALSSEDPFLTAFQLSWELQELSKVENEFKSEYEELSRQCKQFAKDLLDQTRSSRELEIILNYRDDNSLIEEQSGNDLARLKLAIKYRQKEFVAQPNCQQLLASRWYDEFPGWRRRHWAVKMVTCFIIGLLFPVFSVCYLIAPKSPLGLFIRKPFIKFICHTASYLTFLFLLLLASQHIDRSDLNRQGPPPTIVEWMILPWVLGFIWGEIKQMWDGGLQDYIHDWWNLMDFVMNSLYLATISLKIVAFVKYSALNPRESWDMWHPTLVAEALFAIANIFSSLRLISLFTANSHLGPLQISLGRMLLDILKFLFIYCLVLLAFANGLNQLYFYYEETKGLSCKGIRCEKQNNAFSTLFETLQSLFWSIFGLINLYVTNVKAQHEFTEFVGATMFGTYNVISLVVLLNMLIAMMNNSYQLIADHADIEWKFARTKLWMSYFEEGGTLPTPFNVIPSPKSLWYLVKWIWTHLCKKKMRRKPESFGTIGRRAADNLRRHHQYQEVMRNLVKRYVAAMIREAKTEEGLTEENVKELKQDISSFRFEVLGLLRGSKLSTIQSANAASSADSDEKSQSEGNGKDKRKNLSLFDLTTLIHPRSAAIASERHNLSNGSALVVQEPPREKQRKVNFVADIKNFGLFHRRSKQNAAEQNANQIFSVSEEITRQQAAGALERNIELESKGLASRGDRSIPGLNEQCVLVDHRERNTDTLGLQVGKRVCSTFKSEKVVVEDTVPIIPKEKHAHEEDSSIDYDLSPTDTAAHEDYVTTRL
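Assay system: TRPC4beta/mu-opioid receptor HEK293 cell line; compound dosing: single concentration per test compound; detection: Fluo4 Ca2+ flux fluorescence; evaluation: per-well B score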
MrgX1 antagonist: antagonists of human MrgX1 receptor. Q96LB2. MRGX1-HEK293 calcium flux, Fluo-4, BAM8-22 antagonism; stronger effect = lower value. B-score at 10 µM. 310,000 tested, 1.3% active. AID 588676;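 active = calcium-response B-score plate-corrected more than 3 library SD below zero, starting fluorescence within 5 deviations, no agonist response on first addition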;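 note: peak minus trough fluorescence over baseline after final BAM8-22 challenge near maximal dose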
TRPC6 activator: mouse TRPC6 channel activation | Q61143 | HEK293-TRPC6 membrane potential dye fluorescence; stronger effect = higher value | B-score at 10 µM | 310,000 tested, 0.13% active | AID 2550;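 active = B-score of the integrated fluorescence ratio above library mean plus 3 SD, and starting fluorescence ratio within library mean plus 5 SD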;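 note: higher score means more depolarization so channel activation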
aSyn 5UTR inh: 5' untranslated region of α-synuclein, MLPCN primary screen. alpha-synuclein 5'UTR reporter, inhibitor activity. 300,000 tested, 0.82% active. inhibition, % (tested at 7.5 µM); in the data active = inhibition above about 60%;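 note: H4 neuroglioblastoma cells stably carrying SNCA 5'UTR luciferase fusion; 0% = DMSO wells and 100% = positive control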
SKKanGAS inh: SKKanGAS growth inhibition. S. pyogenes SKKanGAS, kanamycin growth, BacTiter-Glo, 6 h. inhibition, % at 7.5 µM. 300,000 tested, 1.3% active. AID 1662;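 active = mean replicate score, as percent of positive control median, at least 50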;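 note: strain carries kanamycin resistance gene driven by streptokinase promoter and grows in 40 µg/ml kanamycin; loss of luminescence reflects streptokinase promoter inhibition or plain growth inhibition; 0% = median of DMSO wells and 100% = positive control at its reference dose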
KLF5 inh: kruppel-like factor 5 inhibition | DLD-1 KLF5 promoter-luciferase reporter, luminescence | inhibition, % at 5 µM | 290,000 tested, 0.23% active;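 active = inhibition above a per-plate limit of that plate's mean compound inhibition plus 3 SD, cut at about 60% in these data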;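 note: 0% = DMSO wells and 100% = LY294002 at 200 µM; higher means less KLF5 promoter-driven luciferase light; inactives centre near -14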
HIF act: HIF pathway transcriptional activation; activation, % at 7.5 µM (by protocol); 300,000 tested, 0.32% active; AID 1910; U2OS HRE-luciferase reporter, luminescence; normalized: DMSO 0%, desferrioxamine 100%;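 active = mean activation of at least 10% of the iron chelator positive control signal, with at least half of replicates also reaching 10%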
TRPC4 PAM: TRPC4 (mouse) allosteric potentiation | Q9QUQ5 | HEK293 TRPC4beta/mu-opioid, DAMGO EC20, Fluo-4 Ca2+ flux; stronger effect = higher value | B-score at 10 µM | 310,000 tested, 0.42% active | AID 2227;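 active = B-score of calcium response area above 5 SD of library B-scores, with initial fluorescence ratio within 5 SD of library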;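 note: B-score of integrated fluorescence ratio over time as area under calcium response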
TRPC6 inh: blocks the mouse TRPC6 cation channel; Q61143; HEK293-TRPC6, membrane potential dye, ACh-evoked depolarization; stronger effect = lower value; B-score at 10 µM; 310,000 tested, 1.1% active; AID 2553;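 active = B-score under library mean minus 3 SD, initial fluorescence not abnormally high, positive integrated signal ratio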;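 note: B-score derived from integrated fluorescence ratio over the kinetic read; more negative B-score means stronger inhibition of depolarization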
IEC-6 cytotox: IEC-6 cytotoxicity, counter-screen for KLF5 inhibitors | luminescence viability | inhibition, % at 5 µM | 290,000 tested, 0.78% active | AID 1825; in the data active = inhibition above about 22%;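 note: 0% = plate median of test compound wells and 100% = cytotoxic reference compound wells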
TRPC4 agonist: activators of mouse TRPC4 channel | 310,000 tested, 0.49% active | Q9QUQ5 | HEK293 TRPC4beta/mu-opioid, Fluo4 calcium fluorescence; stronger effect = higher value | B-score at 10 µM;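 active = B-score above 5 SD of library B-scores, and initial fluorescence ratio not above library mean plus 5 SD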;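 note: positive B-score marks a calcium rise read as TRPC4 activation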
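Material: TRPC4beta and mu-opioid receptor HEK293 stable cells | Incubation: 45 min room-temperature Fluo4 loading, 110 s read | Detection: Kinetic Fluo4 calcium fluorescence | Measure: Integrated baseline-normalised fluorescence ratio, converted to per-well B score | Benchmarks: Low control buffer alone, high control maximal DAMGO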
* marks the source's active call; other numbers are inactive results; i = inactive; / = not tested or not shown; & = joins results of further samples.

SMILES | TRPC4 block | MrgX1 antagonist | TRPC6 activator | aSyn 5UTR inh | SKKanGAS inh | KLF5 inh | HIF act | TRPC4 PAM | TRPC6 inh | IEC-6 cytotox | TRPC4 agonist
O=C(CCn1c(=O)[nH]c2ccccc2c1=O)NCCSCc1ccccc1 | i | i | i | -13 | -4 | -20 | -0.3 | i | i | -1 | i
COc1ccccc1NC(=O)NC1(C(=O)NCC2CCCO2)CCCCC1 (stereo not drawn) | i | i | i | 11 | 0 | 1 | -0.2 | i | i | -3 | i
COC(=O)c1cc(OC)c(OC)cc1NC(=O)c1cc(-c2ccccc2)nc2ccccc12 | i | i | i | -13 | -19 | -18 | 0.1 | i | i | -2 | i
CCOC(=O)c1ccc(NC(=O)[C@@H](NC(N)=O)C(C)C)cc1 | i | i | i | -12 | -9 | -13 | 0.9 | i | i | 2 | i
COc1cccc(OCc2cc(C(=O)N3CCNC(=O)C3Cc3ccccc3)no2)c1 (stereo not drawn) | i | i | i | -74 | 1 | -35 | 2.3 | i | i | 6 | i
Cc1ccc2cc(NC(=O)c3ccccc3C)ccc2n1 | i | i | i | -195 | -1 | -174 | 6.1 | i | i | 1 | i
O=C(c1ccc2ccccc2c1)N1CCN(c2ccccc2)CC1 | i | i | i | -5 | / | -28 | 1.1 | i | i | -9 | i
COCc1ccc(C(=O)N2CCCC(Nc3ccc(F)c(F)c3)C2)s1 (stereo not drawn) | i | i | i | 11 | 21 | -24 | -0.1 | i | i | 3 | i
O=C(N/N=C/c1ccncc1)c1ccccc1OCc1ccc(Br)cc1 | i | i | i | 14 | -12 | 8 | 0.6 | i | i | -2 | i
COc1cccc(N(CC(=O)NCCSCc2ccco2)S(=O)(=O)c2ccccc2)c1 | i | i | i | 14 | 5 | -14 | -26 | i | i | -1 | i
COC(=O)c1nonc1NCn1nnc2ccccc21 | i | i | i | 0 | -3 | -18 | -0.5 | i | i | 4 | i
CN(C(=O)c1ccccc1)c1ccc(OCC(=O)NC2CCS(=O)(=O)C2)cc1 (stereo not drawn) | i | i | i | 8 | 0 | 0 | / | i | i | -2 | i
CCOc1ccc2[nH]c(=O)c(CN(Cc3ccccc3OC)C(=O)c3ccccc3)cc2c1 | i | i | i | 6 | 3 | -39 | 0.7 | i | i | -2 | i
CCCCS(=O)(=O)Nc1ccc2ncn(C)c(=O)c2c1 | i | i | i | -6 | 2 | -9 | 0.0 | i | i | -8 | i
O=C(CSc1nccc(=O)[nH]1)NCc1ccc(Cl)cc1 | i | i | i | 5 | -9 | -28 | 0.3 | i | i | -3 | i
Cc1ccc(NC(=O)c2cccc(NC(=O)CC3SC(N4CCCCC4)=NC3=O)c2)nc1 (stereo not drawn) | i | i | i | -11 | -1 | / | 1.7 | i | i | / | i
Cc1c(N=Nc2ccc(N(C)C)cc2)c(=O)n(-c2ccccc2)n1C | i | / | i | -101 | -1 | -110 | 4.1 | i | i | -4 | i
COc1cccc(NC(=O)Cn2c3ccc(F)cc3c3nc4n(c(=O)c32)CCS4)c1 | i | i | i | 21 | 24 | -24 | -0.1 | i | i | 2 | i
CN(C)CCCN(C(=O)c1ccc(S(=O)(=O)N(C)C2CCCCC2)cc1)c1nc2ccc(Br)cc2s1 | i | i | i | -26 | 13 | -7 | -0.7 | i | i | -7 | i
COc1ccc(Cn2c(SCc3ccccc3C)nc3cc(OC)c(OC)cc3c2=N)cc1 | i | i | i | 93* | 60* | -10 | -7.4 | i | i | 3 | i
Cc1occc1C(=O)NNC(=O)c1nn(C)c(=O)c2ccccc12 | i | i | i | -22 | 1 | -11 | -0.2 | i | i | 3 | i
Cc1ccc(CNC(=O)c2nnn(-c3cccc(C)c3)c2N)cc1 | i | i | i | -30 | 1 | -12 | -0.2 | i | i | 7 | i
CSc1nnc(Cn2c(=O)sc3ccccc32)n1-c1ccccc1C | i | i | i | 8 | -5 | -31 | 0.0 | i | i | -1 | i
CCOC(=O)C1CCN(C(=O)COC(=O)Cc2ccc(Cl)cc2)CC1 | i | i | i | -10 | -2 | -30 | 1.1 | i | i | 0 | i
O=C(Nc1ccccc1OC(F)F)c1cc2c(s1)CCC2 | i | i | i | -161 | -6 | -33 | 1.9 | i | i | 0 | i
CN(C1CCCC1)C1CCN(C(=O)CNC(=O)/C=C/c2ccc(F)cc2)CC1 | i | i | i | 16 | -3 | 1 | -0.4 | i | i | -2 | i
CC12C=CC3(O1)C(C(=O)N(c1ccccc1)C3C(=O)NC1CCCC1)C2C(N)=O (stereo not drawn) | i | i | i | 1 | -3 | -11 | -0.4 | i | i | 5 | i
Cc1cccc(CN2C(=O)[C@H]3Cc4c([nH]c5ccccc45)C(C)(C)N3C2=O)c1 | i | i | i | 1 | 16 | / | -0.7 | i | i | / | i
C=CCn1c(SCC(=O)NCc2ccccc2)nnc1-c1cc(Br)ccc1O | i | i | i | 18 | -11 | 15 | -0.4 | i | i | 1 | i
CC(OC(=O)c1ccc(C(C)(C)C)cc1)C(=O)NC1CCCCC1C (stereo not drawn) | i | i | i | 1 | 9 | -12 | 0.0 | i | i | 1 | i

Sorted by length of the SMILES (lowest first): part of the list above
SMILES | TRPC4 block | MrgX1 antagonist | TRPC6 activator | aSyn 5UTR inh | SKKanGAS inh | KLF5 inh | HIF act | TRPC4 PAM | TRPC6 inh | IEC-6 cytotox | TRPC4 agonist
O=C(Nc1ccccc1OC(F)F)c1cc2c(s1)CCC2 | i | i | i | -161 | -6 | -33 | 1.9 | i | i | 0 | i
CSc1nnc(Cn2c(=O)sc3ccccc32)n1-c1ccccc1C | i | i | i | 8 | -5 | -31 | 0.0 | i | i | -1 | i
Cc1occc1C(=O)NNC(=O)c1nn(C)c(=O)c2ccccc12 | i | i | i | -22 | 1 | -11 | -0.2 | i | i | 3 | i
CCOC(=O)C1CCN(C(=O)COC(=O)Cc2ccc(Cl)cc2)CC1 | i | i | i | -10 | -2 | -30 | 1.1 | i | i | 0 | i
C=CCn1c(SCC(=O)NCc2ccccc2)nnc1-c1cc(Br)ccc1O | i | i | i | 18 | -11 | 15 | -0.4 | i | i | 1 | i
CN(C1CCCC1)C1CCN(C(=O)CNC(=O)/C=C/c2ccc(F)cc2)CC1 | i | i | i | 16 | -3 | 1 | -0.4 | i | i | -2 | i
COc1ccc(Cn2c(SCc3ccccc3C)nc3cc(OC)c(OC)cc3c2=N)cc1 | i | i | i | 93* | 60* | -10 | -7.4 | i | i | 3 | i
CC12C=CC3(O1)C(C(=O)N(c1ccccc1)C3C(=O)NC1CCCC1)C2C(N)=O (stereo not drawn) | i | i | i | 1 | -3 | -11 | -0.4 | i | i | 5 | i

The list goes on:
SMILES | TRPC4 block | MrgX1 antagonist | TRPC6 activator | aSyn 5UTR inh | SKKanGAS inh | KLF5 inh | HIF act | TRPC4 PAM | TRPC6 inh | IEC-6 cytotox | TRPC4 agonist
CCN(CC)C(=O)CSc1nnc(-c2ccc(F)cc2)n1N | / | i | / | -3 | -3 | -18 | -0.5 | / | / | 0 | /
COc1ccc(C2=NS(=O)(=O)N(C)C(C(=O)NC3CCCCC3)=C2)cc1 | i | i | i | -17 | 2 | 4 | -0.2 | i | i | 2 | i
Nc1c(C(=O)Nc2ccccc2)sc2ncc([N+](=O)[O-])cc12 | i | i | i | -63 | -5 | -62 | 0.1 | i | i | -1 | i
COc1ccc(-n2nnnc2SCC(=O)NC2CCCC2)cc1OC | i | i | i | 14 | 2 | 10 | 0.4 | i | i | -1 | i
COc1ccc(C(=O)N2CCCC(Nc3ccc(F)cc3)C2)c(OC)c1 (stereo not drawn) | i | i | i | -7 | 6 | 6 | -0.5 | i | i | 0 | i
CC(C)(C)c1cc(N/C=C\c2nnnn2-c2ccc(Br)cc2)no1 | i | i | i | 34 | 1 | 11 | 0.2 | i | i | 0 | i
Cc1cccc(N2CCN(C(=O)c3c(-c4ccccc4Cl)noc3C)CC2)c1C | i | i | i | 57 | -1 | 77* | 0.3 | i | i | 73* | i
Cc1cc(C)nc(N2CCCC(C(=O)NCCc3ccc(F)cc3)C2)n1 (stereo not drawn) | i | i | i | 29 | -1 | -50 | -0.2 | i | i | -1 | i
CCCCc1ccc(NS(=O)(=O)c2cccs2)cc1 | i | i | i | -2 | 2 | -17 | 0.2 | i | i | 0 | i
CC(Sc1cccc(C(F)(F)F)c1)C(=O)NC(N)=O (stereo not drawn) | i | i | i | 32 | -4 | / | -0.1 | i | i | / | i
CCN(CC)CCn1c2c(c(SCC(=O)Nc3nc4ccccc4s3)nc1=O)CCC2 | i | i | i | -36 | 5 | / | -0.6 | i | i | / | i
Cc1cccc(N(C(=O)c2snc(C(N)=O)c2N)C(C(=O)NCC2CCCO2)c2ccc(N(C)C)cc2)c1C (stereo not drawn) | i | i | i | 24 | 2 | 0 | -1.2 | i | i | -7 | i
CCC(O)(CCN1CCCCC1)c1ccccc1 (stereo not drawn) | i | i | i | 20 | -3 | -13 | -0.1 | i | i | -4 | i
CCOc1ccc(CCNC(=O)c2cccc(S(=O)(=O)N3CCCCC3)c2)cc1OCC | i | i | i | -17 | -4 | / | -1.1 | i | i | / | i
Cc1ccccc1OCc1n(CC(=O)OC2CC(C)CCC2C(C)C)c2ccccc2[n+]1C (stereo not drawn) | i | -7.2* | i | 85* | 20&23 | -12&-14 | -1.2&-3.0 | i | i | -4&0 | i
CCn1cc(C(=O)O)c(=O)c2cnc(N3CCN(C(=S)NC(=O)c4ccc(Cl)cc4)CC3)nc21 | i | i | i | 18 | 17 | 13 | 0.4 | i | i | -6 | i
CCOc1cc(C(=O)NCc2ccc(-c3nc4ccccc4o3)cc2)cc(OCC)c1OCC | i | i | i | -12 | -11 | 1 | 0.2 | i | i | 5 | i
Cc1ccc(-n2c(SCC(=O)N(C)C)nnc2-c2ccco2)cc1 | i | i | i | 3 | -16 | -32 | -18 | i | i | -2 | i
O=C(Nc1ccc(Cl)cc1)c1cccc(OC(=S)N2CCOCC2)c1 | i | i | i | -6 | 2 | -47 | 0.1 | i | i | 1 | i
CCC(CC)c1nnc(NC(=O)C23CC4CC(CC(NC(C)=O)(C4)C2)C3)s1 | i | i | i | 9 | -2 | -28 | -0.2 | i | i | -5 | i
O=C(CN1C(=O)C(=O)c2ccccc21)OCN1C(=O)c2ccccc2C1=O | i | i | i | 3 | -1 | -7 | -0.2 | i | i | 4 | i
N#Cc1nc(Cc2cccc3ccccc23)oc1NCc1ccc(F)cc1 | i | i | i | 24 | 1 | -11 | -0.2 | i | i | 4 | i

Compound activity from PubChem BioAssay.
